High-throughput results: PubChem, National Center for Advancing Translational Sciences (NCATS)
WRN inhibitor: WRN helicase (human) inhibition; Q14191; WRN helicase unwinding, fluorescent forked duplex, kinetic; Potency, µM (highest dose often 114 µM), inactives show at the top dose activity change, negative = inhibition, usual class: inhibitors; 360,000 tested, 0.46% active; also: potency is read from the fitted curve at half-maximal effect; % is scaled to controls: 0 for no effect and ±100 for the full control effect; nearly all actives have a fitted effect of over 55% in size
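WRN at 20 nM final preincubated with compound 15 min at room temperature; reaction started with 100 nM fluorophore/quencher forked duplex oligonucleotide and 2 mM ATP final. Unwinding followed kinetically by red fluorescence (ex 525, em 598 nm).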
EPAC1 ag: activates human EPAC1 exchange factor | Potency, µM (series often up to 154 µM), inactives show at the highest dose activation, hits mostly activators | 360,000 tested, 0.073% active | O95398 | AID 720707 | EPAC1 agonist qHTS, biochemical assay; response scale: 100% = response to 6.5 mM cAMP; also: potency is read from the fitted curve at half-maximal effect; nearly all actives have a fitted effect of over 60% in size
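Nucleotide exchange assay: 100 nM EPAC1 with 250 nM Rap1B loaded with BODIPY-GDP and 50 uM GDP, room temperature. Fluorescence (480/540 nm) read every 5 min for 30 min; signal change normalized to 6.5 mM cAMP as full agonist.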
CCT modulator: cytosolic chaperonin activity modulation | purified chaperonin ATPase assay, HTRF ADP detection, 30 min | activity change, % (no concentration beside the values), hits read low | 360,000 tested, 0.3% active; in the data active = activity change below about -30%; also: % is scaled to controls: 0 for no effect and ±100 for the full control effect
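TRiC (40 or 20 nM final, by batch activity) in 30 mM Tris pH 7.4, 100 mM KCl, 5 mM MgCl2, 1 mM DTT was treated with compound at 76 uM single dose, then 10 uM ATP, 30 min at 37 °C. ADP was read by HTRF Transcreener.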
EPAC2 antag: antagonists of human EPAC2; EPAC2 GEF exchange of Rap1B-BODIPY-GDP, fluorescence; 360,000 tested, 0.18% active; AID 720708; Potency, µM (highest dose often 114 µM), without a hit: top-dose activity, negative = inhibition, actives largely listed as inhibitors; also: potency is read from the fitted curve at half-maximal effect; % is scaled to controls: 0 for no effect and ±100 for the full control effect; nearly all actives have a fitted effect of over 45% in size; many of its hits are not listed in these tables
PLK1 PBD inh: blocks phosphopeptide binding to human PLK1 polo-box domain. P53350. Plk1 PBD binding of FITC phosphopeptide, fluorescence polarization. Potency, µM, inactives show max response, negative = inhibition, actives largely listed as inhibitors. 360,000 tested, 2.8% active. AID 720504; also: potency is read from the fitted curve at half-maximal effect; series mostly up to about 57 µM; % is scaled to controls: 0 for no effect and ±100 for the full control effect; nearly all actives have a fitted effect of over 65% in size
Target sequence (P53350 whole entry, looked up, the tested form may be a part): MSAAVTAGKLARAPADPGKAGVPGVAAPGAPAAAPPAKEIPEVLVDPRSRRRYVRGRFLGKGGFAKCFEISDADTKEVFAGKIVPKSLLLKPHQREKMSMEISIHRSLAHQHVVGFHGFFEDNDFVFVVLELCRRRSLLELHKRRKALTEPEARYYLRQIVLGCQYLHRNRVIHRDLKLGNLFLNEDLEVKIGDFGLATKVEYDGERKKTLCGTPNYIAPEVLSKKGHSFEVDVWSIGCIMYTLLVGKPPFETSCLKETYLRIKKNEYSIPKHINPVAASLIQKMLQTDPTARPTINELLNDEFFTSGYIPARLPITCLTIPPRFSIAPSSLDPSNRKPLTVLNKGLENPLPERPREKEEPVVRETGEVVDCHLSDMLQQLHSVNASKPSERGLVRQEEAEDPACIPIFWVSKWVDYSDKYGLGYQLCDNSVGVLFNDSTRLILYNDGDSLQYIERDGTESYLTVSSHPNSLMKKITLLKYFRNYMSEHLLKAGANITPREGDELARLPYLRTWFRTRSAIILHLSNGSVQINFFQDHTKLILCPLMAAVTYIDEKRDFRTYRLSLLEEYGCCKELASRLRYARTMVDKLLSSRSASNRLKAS
PI5P4K alpha inh: blocks human PI5P4K alpha kinase activity; P48426; PI5P4Kalpha enzyme, ADP-Glo luminescence, 60 min; stronger effect = lower value; max response, %; 330,000 tested, 1.2% active; active = max response of -50% or lower; inconclusive = between -30% and -50%; inactive = -30% or higher; also: value at the top dose of about 77 µM; % is scaled to controls: 0 for no effect and ±100 for the full control effect
Target sequence (P48426 whole entry, looked up): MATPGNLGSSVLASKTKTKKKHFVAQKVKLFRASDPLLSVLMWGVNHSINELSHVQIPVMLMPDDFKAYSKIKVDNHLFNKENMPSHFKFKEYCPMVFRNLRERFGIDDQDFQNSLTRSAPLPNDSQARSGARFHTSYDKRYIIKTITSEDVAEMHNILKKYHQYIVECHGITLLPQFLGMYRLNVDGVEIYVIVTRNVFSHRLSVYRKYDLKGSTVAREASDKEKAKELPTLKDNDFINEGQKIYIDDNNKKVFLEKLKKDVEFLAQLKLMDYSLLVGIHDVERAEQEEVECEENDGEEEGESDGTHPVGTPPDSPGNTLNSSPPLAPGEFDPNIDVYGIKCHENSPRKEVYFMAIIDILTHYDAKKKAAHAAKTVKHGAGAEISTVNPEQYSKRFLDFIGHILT
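ADP-Glo luminescence end-point read after a 60 min room-temperature kinase reaction of PI5P4Kalpha plus substrate, initiated with ATP at 5 microM final. Buffer: 0.038 M HEPES pH 7.4, EGTA, 0.1% CHAPS, 5% DMSO.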
MmCpn inh: blocks the Methanococcus maripaludis chaperonin Mm-Cpn. Potency, µM (series often up to 76.9 µM), for inactives: at the top dose activity, negative = inhibition, usual class: inhibitors. 330,000 tested, 0.031% active. AID 504842. purified Mm-Cpn ATPase, ADP Transcreener TR-FRET; also: potency is read from the fitted curve at half-maximal effect; % is scaled to controls: 0 for no effect and ±100 for the full control effect; nearly all actives have a fitted effect of over 80% in size
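Purified archaeal chaperonin (25 nM final) was preincubated with compound for 10 min at 37°C, then ATP (10 uM final) was added for 30 min at 37°C in Tris pH 7.4/KCl/MgCl2/DTT buffer. ADP was quantified by HTRF Transcreener TR-FRET.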
EPAC1 antagonist: antagonists of human EPAC1; EPAC1 GEF assay, Rap1b-BODIPY-GDP exchange fluorescence; Potency, µM (series often up to 115 µM), inactives show at the top dose activity change, negative = inhibition, actives largely listed as inhibitors; 360,000 tested, 0.14% active; AID 720709;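 also: potency is read from the fitted curve at half-maximal effect; plate controls were vehicle for no effect and positive control for full effect; nearly all actives have a fitted effect of over 50% in size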
Numbers without * were called inactive; ? = inconclusive; . = not tested or not shown; [ ] = dose if it differs, or a comment. Unless noted, calls follow the shape of the dose curve; as a rule, active = well fitted curve in the direction sought with a large enough effect; inconclusive = small, poorly fitted or top-dose-only effect, or another doubt; inactive = no such curve, though single readings can be large; an effect the other way counts as inactive or inconclusive.

SMILES	WRN inhibitor	EPAC1 ag	CCT modulator	EPAC2 antag	PLK1 PBD inh	PI5P4K alpha inh	MmCpn inh	EPAC1 antagonist
c1csc(-c2nnc(COc3ncnc4sccc34)o2)c1	-6%	5%	-1.1	11%	3%	-21	-2%	2%
COc1cc(CN2CCC(C(=O)NCC(C)(C)CN(C)C)CC2)ccc1OCc1ccccc1	-13%	3%	0.0	-4%	-4%	-1	0%	-1%
O=C(CSc1ccc2c(c1)OCCO2)Nc1ncc(Cl)cc1Cl	2%	-1%	-0.1	3%	-9%	.	-2%	0%
CCC(C)[C@H](NC(=O)[C@@H]1CSC2c3ccccc3C(=O)N21)C(=O)NCc1ccncc1 (stereo not given in full)	-1%	10%	-2.5	3%	-22%	0	0%	27%
CC1=NN(c2ccccc2)C(=O)C1=C(C)C	0%	-11%	-1.2	-3%[57.1 µM]	-13%	1	-1%	-2%
COc1ccc(CNC(=O)CCSCc2cccc(Cl)c2)c(OC)c1	-8%	10%	-1.1	-1%	1%	-2	3%	-5%
O=C(c1cc(C2CCCCN2S(=O)(=O)c2ccccc2)on1)N1CCOCC1 (stereo not given)	-2%	-9%	-1.5	2%	4%	1	.	0%
Cc1ccccc1OCC(=O)OCC(=O)NCc1cccs1	0%	4%	-3.8	-2%	-11%	0	1%	15%
Cc1nn(CC(=O)NCCCN2CCN(Cc3ccccc3)CC2)c(=O)c2cc(-c3ccccc3)nn12	-1%	6%	-1.2	-4%	-4%	-4	0%	3%
COC(=O)c1ccccc1NC(=O)CNC(=O)c1ccc(OC)cc1	-2%	2%	0.5	3%	-2%	3	2%	6%
Cc1cc(C(=O)N/N=C/c2cccc(Cl)c2Cl)no1	3%	-2%	-8.7	-7%	-5%	2	2%	-17%
COCCN1C=C2C(=O)C(C)(OC(=O)CCC(=O)OC)C(=O)C=C2C=C1C1CC1 (stereo not given)	10%	-15%	-0.2	6%	-15%	1	2%	-23%
CCc1nnc(NS(=O)(=O)c2ccc(NC(=O)Nc3ccc(OC)cc3)cc2)s1	-17%	-1%	-3.3	-3%	-6%	1	1%	-17%
Cc1cc(C(=O)Cn2ncc(Cl)c(Cl)c2=O)c(C)n1CC(F)(F)F	-24%	-15%	3.3	-1%	-10%	-56*	-5%	?
Cc1nc(SC(C)C(=O)NCC2CCCO2)c2cc(-c3ccccc3)sc2n1 (stereo not given)	2%	?	1.4	-22%	-7%	3	-6%	-3%
Cc1cc(C=O)c(C)n1-c1ccc(NC2CCCCC2)c([N+](=O)[O-])c1	-2%	5%	1.1	-11%	0%	7	-2%	-3%
C=CCn1c(O)c(N=NC(=O)CNC(=O)c2cccs2)c2ccccc21	2%	8%	0.3	0%	-1%	7	1%	-3%
Cc1cc(=O)n2nc(N3CCC(C(=O)NCc4ccc(F)cc4)CC3)sc2n1	-5%	2%	1.1	3%	-11%	-2	-2%	0%
Cn1c(=O)n(C)c2cc(CNC(=O)[C@H]3O[C@@H](n4ccc(=O)[nH]c4=O)[C@H](O)[C@@H]3O)ccc21	3%	9%	0.3	-10%	-5%	-2	.	5%
CC(=O)c1ccc(Nc2nc(-c3ccccc3)nc3ccccc23)cc1	3%	9%	-0.6	9%	-18%	2	.	14%
COC(=O)[C@]1(CC(C)C)N[C@H](c2ccc(-c3ccc(Cl)c(Cl)c3)cc2)[C@@H]2C(=O)N(C)C(=O)[C@@H]21	-10%	-13%	-2.7	-8%	2%	6	-2%	-13%
Cc1cccc(-n2ccnc2SCC(=O)Nc2nccs2)c1C	9%	-4%	0.9	14%	27µM*	-13	2%	-7%
COC(=O)CCCC1=CC2=C(c3ccccc3)C(=O)C(C)(OC(=O)C3CCCC3)C(=O)C2=CN1CCc1c[nH]c2ccccc12 (stereo not given)	3%	0%	-2.7	8%	1%	-2	-6%	-1%
Cc1cccc(NS(=O)(=O)c2ccc(C)c(C(=O)N(C)C)c2)c1	3%	11%	-0.7	-2%	2%	-2	0%	3%
O=C(CN1C(=O)NC2(CCCC2)C1=O)Nc1cc(Cl)ccc1N1CCCCC1	6%	-6%	-0.9	3%	0%	-1	-1%	-4%
CC(C)NC(=O)C1(C)CSCC(=O)N1C1CCN(Cc2ccccc2)CC1 (stereo not given)	-3%	-3%	.	22%	-11%	-9	.	12%
COc1ccc(CN(Cc2ccccn2)C(=O)CN2C(=O)COc3ccccc32)cc1	2%	3%	-0.5	-5%	-10%	.	0%	9%
Cc1ccc(C(=O)NCC(=O)OCC(=O)Nc2ccccc2[N+](=O)[O-])cc1	-2%	-3%	-0.4	3%	?	-4	1%	-1%
Cc1nnc(SC(C)C(=O)N2CCc3ccccc32)s1 (stereo not given)	-23%[57.1 µM]	6%	-1.8	0%	0%	-3	-1%	15%
COc1ccc(C2CC(c3ccccc3)=NN2C(=O)COC(=O)c2cccc(O)c2)cc1 (stereo not given)	-4%	16%	-0.5	-19%	-2%	0	-12%	-6%
Cc1cc(C)cc(-n2nnc(C(=O)NCc3ccccc3Cl)c2N)c1	-19%	-7%	2.0	5%	-3%	0	-1%	10%
C=CCn1c(SCC(=O)N2CCc3ccccc3C2)nc2sc(CC)cc2c1=O	-3%	14%	-0.5	-1%	-11%	17	-3%	-17%
CSc1ncccc1C(=O)OCc1ccccc1	5%	2%	0.6	-5%	-6%	9	0%	2%
C=CCn1c(=N)n(CC(=O)c2cccc([N+](=O)[O-])c2)c2ccccc21	-20%	4%	-1.8	0%	-7%	4	0%	7%
COc1ccccc1-n1cnc2c(c1=O)c1nc3ccccc3nc1n2-c1ccc(C)cc1	-2%	2%	-1.6	-17%[57.1 µM]	-18%	2	-3%	-2%
COc1ccccc1Oc1ncnc2c1cnn2-c1ccccc1	-1%	18%	-0.4	?	-10%	5	-4%	-13%
CCOc1cc(-c2nc(-c3ccc(C)nc3OCC)no2)cc(OCC)c1OCC	-11%	6%	0.4	-2%	3%	.	-2%	-12%
O=C(c1ccoc1)N1CCC2(CC1)Oc1ccc(F)cc1C(=O)C21CC(c2ccc(Cl)cc2)=NO1 (stereo not given)	-5%	-3%	-0.3	10%	-10%	-19	1%	5%
CN(C(=O)c1cccc(C#N)c1)c1nnc(-c2ccncc2)s1	-1%	-3%	-4.4	-8%	-7%	7	-9%	-10%
COc1cc2c(c(OC)c1)C(c1cccc(OC)c1OC)CC(=O)N2 (stereo not given)	-1%	5%	-0.3	?	-8%	1	0%	-12%
NC(Cc1ccc(F)cc1)c1csc(Nc2ccc(C(F)(F)F)cn2)n1 (stereo not given)	-8%	-15%	-0.2	-4%	0%	13	.	-13%
CCOC(=O)[C@H]1[C@H]2COc3cc(OC)ccc3[C@@H]2N2C(=O)CN(C)C(=O)[C@@]12C	1%	6%	-1.2	8%	-8%	1	-1%	14%
O=C(NCCC1CCCCN1S(=O)(=O)c1ccc(F)cc1)C(=O)Nc1ccccc1F (stereo not given)	-2%	6%	-0.2	0%	5%	-1	1%	-9%
Cc1ccccc1OCC(=O)NCCS(=O)(=O)N1CCN(c2ccc(F)cc2)CC1	-7%	-3%	-2.7	-15%	-1%	-1	-1%	-18%
O=C(c1cc(-c2cccc(O)c2)on1)N1CCOCC1	9%	-14%	-1.2	-2%	-4%	-5	-1%	0%
O=C(NNC(=O)c1ccccc1OCc1ccc(F)cc1)c1ccccc1O	-27%	2%	-6.5	-2%	-9%	3	-2%	-4%
O=C(NCCN1CCCC1)c1ccc2c(c1)N(Cc1ccccc1)C(=O)c1ccccc1S2(=O)=O	-1%	0%	-3.9	-14%	-7%	2	-7%	-4%
CCOC(=O)C1CCN(C(=O)c2cccnc2)CC1	-2%	0%	-1.6	-6%	-9%	2	0%	-12%
O=C(O)CCNS(=O)(=O)c1ccc2c(c1)CCCC2	2%[57.1 µM]	3%	3.3	9%	7%	-6	0%	-8%
CCN(CC(=O)Nc1ccc(NC(C)=O)cc1)C(=O)CCN1C(=O)c2cccc([N+](=O)[O-])c2C1=O	-7%	-28%	0.5	2%	-3%	-1	0%	-2%
CC(C)(C)Nc1nc(Cl)nc(N(C#N)CN2C(=O)c3ccccc3S2(=O)=O)n1	-10%[57.1 µM]	2%	-0.6	3%	-28%	1	-1%	-3%
COc1ccc(-n2c(C)nc3cc(C(=O)NCc4ccco4)ccc32)cc1	-5%	0%	-2.3	-1%	-7%	5	3%	-3%
Cc1ccc(NC(=O)c2oc3c(c2C)C(=O)CC(C)(C)C3)cc1	2%	2%	-1.6	8%	-7%	0	2%	-14%
Cc1cccc(N2C(=O)/C(=C\c3ccc(OC(F)F)cc3)c3ccccc3C2=O)c1	-21%	9%	11	-12%	2.4µM*	3	0%	6%
COC(=O)c1cccc(NC(=O)C2COc3ccccc3O2)c1 (stereo not given)	3%	3%	-1.5	-6%	1%	2	0%	1%
Nc1[nH]c(=S)[nH]c(=O)c1-c1ccccc1	6%	1%	1.9	20%	?	-14	-5%	28%
O=C(CN(CCc1ccccc1)S(=O)(=O)c1ccc(Br)cc1)N/N=C/c1ccccc1C(=O)O	1%	8%	-4.2	-19%	-14%	2	2%	-14%
COC(=O)c1sccc1NC(=O)c1ccc(C)o1	-1%	3%	0.0	6%	1%	1	1%	11%
Cc1ccc(F)c(Cn2cnc3c(cnn3C(C)(C)C)c2=O)c1Cl	.	-22%	.	-10%	.	.	-2%	-6%
CCCCCN1CN(S(=O)(=O)c2cccs2)c2nc3ccccc3nc21	-4%	-4%	-0.5	7%	2%	-7	-1%	-10%
CCc1nnc(NC(=O)c2cc3ccccc3oc2=O)s1	-1%	-14%	-0.6	8%	2%	2	0%	11%
N#Cc1ccc(C23CC4(C2)[C@H](CN(Cc2ccc(-c5ccccc5)cc2)[C@@H]4c2ccccc2)C3c2ccc(Cl)nc2)cc1 (stereo not given in full)	-5%	1%	0.7	7%	-1%	-4	-1%	2%

Record cards, from the list above. Values in the order: WRN inhibitor, EPAC1 ag, CCT modulator, EPAC2 antag, PLK1 PBD inh, PI5P4K alpha inh, MmCpn inh, EPAC1 antagonist
Profile of N#Cc1ccc(C23CC4(C2)[C@H](CN(Cc2ccc(-c5ccccc5)cc2)[C@@H]4c2ccccc2)C3c2ccc(Cl)nc2)cc1 (stereo not given in full) : -5%, 1%, 0.7, 7%, -1%, -4, -1%, 2%
Profile of CCc1nnc(NC(=O)c2cc3ccccc3oc2=O)s1 : -1%, -14%, -0.6, 8%, 2%, 2, 0%, 11%
Profile of O=C(O)CCNS(=O)(=O)c1ccc2c(c1)CCCC2 : 2%[57.1 µM], 3%, 3.3, 9%, 7%, -6, 0%, -8%

This is a subset; rates above refer to the full screens.
